# Bioassay records as filed in PubChem BioAssay.
# G9a inh – inhibitors of human histone lysine methyltransferase G9a; G9a H3K9 monomethylation, AlphaScreen, 2 h; Potency, µM (doses to about 102 µM), inactives show top-dose activity, negative = inhibition, most hits filed as inhibitors; 350,000 compounds, 8.8% hits; AID 504332; also: % is scaled to controls: 0 for no effect and ±100 for the full control effect; nearly all actives have a fitted effect of over 75% in size
#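 G9a (20 nM) preincubated 15 min RT with compounds, then 500 nM biotinylated H3K9 peptide and 20 uM SAM added; 2 h RT reaction. Monomethyl-H3K9 product detected by AlphaScreen with anti-H3K9me1 antibody, streptavidin donor and anti-rabbit IgG acceptor beads.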
# Pol eta inh – inhibitors of human DNA polymerase eta; Potency, µM (titrated, usually from 114 µM), inactives show at the top dose activity change, negative = inhibition, usual class: inhibitors; recombinant Pol eta, fluorescent DNA replication assay; 390,000 compounds, 1.2% hits; Q9Y253; also: % is scaled to controls: 0 for no effect and ±100 for the full control effect
#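 Pol eta (10 nM) was preincubated with compounds for 15 min at room temperature, after which fluorescent replication substrate (50 nM final) was added to start the reaction. Fluorescence was read kinetically at 0 and 10 min.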
# BLM inh – inhibitors of human Bloom syndrome helicase BLM; AID 2528; Potency, µM (top dose mostly 56.1 µM), inactives show at the top dose activity change, negative = inhibition, hits mostly inhibitors; recombinant BLM DNA unwinding, fluorescence dequenching; 350,000 compounds, 0.2% hits;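 also: plate controls were vehicle for no effect and no enzyme for full effect; nearly all actives have a fitted effect of over 35% in size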
# Target sequence (P54132 whole entry, looked up): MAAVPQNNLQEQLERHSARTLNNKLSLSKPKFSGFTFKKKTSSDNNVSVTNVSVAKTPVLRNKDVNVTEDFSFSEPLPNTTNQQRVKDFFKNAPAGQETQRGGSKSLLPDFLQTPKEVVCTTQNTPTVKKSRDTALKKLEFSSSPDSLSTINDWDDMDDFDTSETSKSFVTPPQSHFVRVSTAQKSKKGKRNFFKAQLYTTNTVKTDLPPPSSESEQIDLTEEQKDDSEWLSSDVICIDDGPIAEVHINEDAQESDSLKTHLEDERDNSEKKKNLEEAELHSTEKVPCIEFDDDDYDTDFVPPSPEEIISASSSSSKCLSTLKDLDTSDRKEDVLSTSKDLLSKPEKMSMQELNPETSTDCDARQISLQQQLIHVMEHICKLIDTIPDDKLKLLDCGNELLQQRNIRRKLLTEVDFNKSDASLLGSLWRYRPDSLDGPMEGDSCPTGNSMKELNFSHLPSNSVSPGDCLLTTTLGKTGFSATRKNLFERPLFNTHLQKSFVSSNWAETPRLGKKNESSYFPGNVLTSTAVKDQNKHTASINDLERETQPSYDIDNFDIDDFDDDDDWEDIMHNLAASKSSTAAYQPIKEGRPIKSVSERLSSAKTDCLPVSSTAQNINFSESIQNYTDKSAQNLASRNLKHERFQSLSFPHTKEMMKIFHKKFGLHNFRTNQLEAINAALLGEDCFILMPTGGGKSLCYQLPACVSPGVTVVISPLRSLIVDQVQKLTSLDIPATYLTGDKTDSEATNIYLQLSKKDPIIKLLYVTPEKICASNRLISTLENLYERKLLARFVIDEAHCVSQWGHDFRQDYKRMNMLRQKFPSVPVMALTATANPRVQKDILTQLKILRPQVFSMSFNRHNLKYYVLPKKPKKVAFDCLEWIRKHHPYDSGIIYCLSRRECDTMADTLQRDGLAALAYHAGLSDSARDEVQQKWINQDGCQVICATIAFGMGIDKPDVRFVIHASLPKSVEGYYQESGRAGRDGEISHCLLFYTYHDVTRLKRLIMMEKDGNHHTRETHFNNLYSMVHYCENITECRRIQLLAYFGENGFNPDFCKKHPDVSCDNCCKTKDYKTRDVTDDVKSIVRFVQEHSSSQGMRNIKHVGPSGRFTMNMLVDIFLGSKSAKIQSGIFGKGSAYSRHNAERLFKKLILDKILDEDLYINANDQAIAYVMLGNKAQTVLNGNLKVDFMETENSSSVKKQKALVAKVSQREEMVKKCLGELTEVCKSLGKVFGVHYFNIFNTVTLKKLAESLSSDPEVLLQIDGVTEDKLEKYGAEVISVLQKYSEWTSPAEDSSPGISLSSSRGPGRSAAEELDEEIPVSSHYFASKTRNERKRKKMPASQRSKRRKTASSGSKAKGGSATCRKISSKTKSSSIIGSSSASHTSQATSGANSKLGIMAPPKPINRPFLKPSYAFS
# POLB inh – inhibitors of human DNA polymerase beta; P06746; Pol beta primer extension/strand displacement, fluorescence kinetic; Potency, µM (highest dose often 114 µM), for the others: at the top dose activity change, negative = inhibition, usual class: inhibitors; 340,000 compounds, 1.3% hits; also: % is scaled to controls: 0 for no effect and ±100 for the full control effect
#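 Enzyme-only controls used 10 nM Pol beta; buffer lacking enzyme served as negative control. Compound preincubated 15 min, then 50 nM substrate added; 0 and 10 min reads at room temperature.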
# JMJD2A Tudor inh – inhibitors of human JMJD2A Tudor domain. 390,000 compounds, 4.4% hits. AID 504339. O75164. Potency, µM (titrated, usually from 114 µM), inactives show at the highest dose activity change, negative = inhibition, actives largely listed as inhibitors. AlphaScreen JMJD2A-Tudor / H3K4me3 peptide binding; also: % is scaled to controls: 0 for no effect and ±100 for the full control effect; nearly all actives have a fitted effect of over 50% in size
# APE1 inh – inhibitors of human APE1 endonuclease; P27695; recombinant APE1, TAMRA/BHQ-2 abasic DNA cleavage fluorescence; Potency, µM (top dose mostly 65.8 µM), inactives show top-dose activity change, negative = inhibition, actives largely listed as inhibitors; 350,000 compounds, 0.35% hits;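 also: plate controls were vehicle for no effect and reference inhibitor for full effect; nearly all actives have a fitted effect of over 55% in size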
#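 Readout is kinetic fluorescence (ex 525, em 598 nm) from cleavage of 50 nM TAMRA/BHQ-2 THF abasic duplex by 0.75 nM APE1, compound added 15 min beforehand at RT.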
# POLK inh – inhibitors of human DNA polymerase kappa | Q9UBT6 | purified Pol kappa, fluorescent DNA synthesis assay, 10 min | Potency, µM (top dose mostly 107 µM), for inactives: top-dose activity, negative = inhibition, actives largely listed as inhibitors | 400,000 compounds, 0.53% hits | AID 588579; also: % is scaled to controls: 0 for no effect and ±100 for the full control effect
#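 First, compounds were pin-transferred onto 10 nM Pol kappa. After 15 min at room temperature, substrate was added to 50 nM final. Fluorescence was then measured kinetically at 0 and 10 min.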
# Pol iota inh – DNA polymerase iota (human) inhibition | Q9UNA4 | Pol iota fluorescent replication assay, 10 min | Potency, µM (doses to about 115 µM), for the others: at the top dose activity, negative = inhibition, hits mostly inhibitors | 390,000 compounds, 1% hits
#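 Pol iota at 10 nM preincubated 15 min with compounds at room temperature; reaction started with fluorescent substrate, 50 nM final. Fluorescence read kinetically at 0 and 10 min; buffer-only wells as negative control.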
# BAZ2B inh – inhibitors of human BAZ2B bromodomain; AlphaScreen BAZ2B-H3K14Ac peptide displacement; AID 504333; 360,000 compounds, 4.4% hits; Potency, µM (highest dose often 114 µM), inactives show at the top dose activity change, negative = inhibition, most hits filed as inhibitors; Q9UIF8; also: % is scaled to controls: 0 for no effect and ±100 for the full control effect; nearly all actives have a fitted effect of over 60% in size
#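 Inhibition is scored as reduced AlphaScreen emission. The BAZ2B/b-H3(5-23)K14Ac complex (50 nM each) in PBS pH 7.4, 0.01% Tween-20 meets compound (up to 110 uM) for 30 min at RT before bead addition.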
# * hit, by the source's call; ? = inconclusive; . = not tested or not shown; & = joins results of further samples; [ ] = remark or other dose. Calls follow the shape of the dose curve; as a rule, active = well fitted curve in the direction sought with a large enough effect; inconclusive = small, poorly fitted or top-dose-only effect, or another doubt; inactive = no such curve, though single readings can be large; an effect the other way counts as inactive or inconclusive. Potency is read from the fitted curve at half-maximal effect. Not all compounds are listed (hit frequency here may not be typical).
no.	G9a inh	Pol eta inh	BLM inh	POLB inh	JMJD2A Tudor inh	APE1 inh	POLK inh	Pol iota inh	BAZ2B inh	canonical_smiles
1	-1%[0.501 µM]	-16%	-17%	11%	35%	6%	-17%	110%[activator]	0%	COc1ccc(-n2nc3ccc(N)cc3n2)cc1Cl
2	6%[59 µM]	-11%	-3%	7%	-24%	.	11%	14%	-25%	O=C(CCC1N=C2c3ccccc3N=C(SCc3ccc(Cl)cc3)N2C1=O)N1CCN(c2ccccc2)CC1 (stereo not given)
3	8%	-15%	-1%	-25%	-3%	-4%	0%	-2%[58.9 µM]	0%	CC(C)(C)S(=O)(=O)c1cnc(N2CCOCC2)nc1N
4	-4%[59 µM]	2%	0%	-10%	-10%[11.4 µM]	3%	-18%	1%	-1%	COc1ccc(CCNC(=O)CCNS(=O)(=O)c2ccc3c(c2)CCN3C(C)=O)cc1OC
5	-13%[59 µM]	-12%	0%	8%	-4%	1%	-3%	7%	9%	CCCOc1ccc(N2C(=O)CC(SC(=NCC)NCC)C2=O)cc1 (stereo not given)
6	3.5µM*	-2%	-12%	2%	20µM*	-1%	-12%	?	45µM*	COc1ccc(N2CSC3=C(C#N)C(c4cc(OC)c(OC)cc4OC)CC(=O)N3C2)c(OC)c1 (stereo not given)
7	?	-7%	.	.	-20%	19%	-22%	6%	-2%	CCOC(=O)c1c(C)[nH]c(C(=O)OCC(=O)Nc2cccnc2Cl)c1C
8	22%	6%	-1%	25%	?	-1%	-9%	17%	2%	COc1ccc(/C=N/NC(=O)CCCC(=O)NC2CCCCC2)cc1
9	6%	1%	-2%	-12%	-15%	43%	-19%	-8%	-19%[57.1 µM]	O=C(c1cccc(N2C(=O)C3C4C=CC(C4)C3C2=O)c1)N1CCN(c2ccccc2Cl)CC1 (stereo not given)
10	-8%	-5%	1%	6%	5%	-1%	-6%	14%	12%	CCOc1ccc2c(C)c(Cl)c(=O)oc2c1
11	.	-23%	.	.	-32%	14%	-16%	26%	.	COC(=O)[C@@]12CCCCN1[C@H](c1ccc(-c3ccc4c(c3)OCO4)cc1)[C@H]1C(=O)N(C)C(=O)[C@H]12
12	-9%	12%	2%	10%	4%	7%	-6%	5%	7%	COc1ccc(NC(=O)c2ccco2)cc1NC(=O)c1ccccc1F
13	12%[59 µM]	-13%	.	.	-12%	-1%	-8%	10%	6%	Cc1cc(C(=O)NNC(=O)c2ccccc2[N+](=O)[O-])c(C)o1
14	8%[0.501 µM]	2%	.	.	-16%	10%	-3%	2%	3%	CC(C)CN(C(=O)c1ccc([N+](=O)[O-])s1)c1c(N)n(Cc2ccccc2)c(=O)[nH]c1=O
15	3.2µM*	.	-14%	10%	.	?	.	.	?	O=C(c1ccco1)[C@@H]1[C@@H]2C(=O)N(c3ccc(F)cc3)C(=O)[C@@H]2C2c3ccccc3C=CN21 (stereo not given in full)

# Ordered by SMILES length (lowest first): some entries from above
no.	G9a inh	Pol eta inh	BLM inh	POLB inh	JMJD2A Tudor inh	APE1 inh	POLK inh	Pol iota inh	BAZ2B inh	canonical_smiles
10	-8%	-5%	1%	6%	5%	-1%	-6%	14%	12%	CCOc1ccc2c(C)c(Cl)c(=O)oc2c1
1	-1%[0.501 µM]	-16%	-17%	11%	35%	6%	-17%	110%[activator]	0%	COc1ccc(-n2nc3ccc(N)cc3n2)cc1Cl
3	8%	-15%	-1%	-25%	-3%	-4%	0%	-2%[58.9 µM]	0%	CC(C)(C)S(=O)(=O)c1cnc(N2CCOCC2)nc1N
5	-13%[59 µM]	-12%	0%	8%	-4%	1%	-3%	7%	9%	CCCOc1ccc(N2C(=O)CC(SC(=NCC)NCC)C2=O)cc1 (stereo not given)
7	?	-7%	.	.	-20%	19%	-22%	6%	-2%	CCOC(=O)c1c(C)[nH]c(C(=O)OCC(=O)Nc2cccnc2Cl)c1C
4	-4%[59 µM]	2%	0%	-10%	-10%[11.4 µM]	3%	-18%	1%	-1%	COc1ccc(CCNC(=O)CCNS(=O)(=O)c2ccc3c(c2)CCN3C(C)=O)cc1OC
9	6%	1%	-2%	-12%	-15%	43%	-19%	-8%	-19%[57.1 µM]	O=C(c1cccc(N2C(=O)C3C4C=CC(C4)C3C2=O)c1)N1CCN(c2ccccc2Cl)CC1 (stereo not given)
2	6%[59 µM]	-11%	-3%	7%	-24%	.	11%	14%	-25%	O=C(CCC1N=C2c3ccccc3N=C(SCc3ccc(Cl)cc3)N2C1=O)N1CCN(c2ccccc2)CC1 (stereo not given)
14	8%[0.501 µM]	2%	.	.	-16%	10%	-3%	2%	3%	CC(C)CN(C(=O)c1ccc([N+](=O)[O-])s1)c1c(N)n(Cc2ccccc2)c(=O)[nH]c1=O

# (next part)
no.	G9a inh	Pol eta inh	BLM inh	POLB inh	JMJD2A Tudor inh	APE1 inh	POLK inh	Pol iota inh	BAZ2B inh	canonical_smiles
16	8%	1%&-10%	-1%&-3%	0%&-1%	-9%&-22%	31%	6%&-19%	0%&17%	?	COc1cc(NC(=O)CN(c2cc(C)cc(C)c2)S(=O)(=O)c2c(C)[nH]c(=O)[nH]c2=O)cc(OC)c1
17	-6%[59 µM]	-23%	-8%	3%	-17%	-4%	-1%	8%	4%	Cc1nn(-c2ccccc2)c(C)c1/C=N/NC(=O)CSc1nnc(SCc2ccc(Cl)cc2)s1
18	.	-3%	.	.	-9%	.	?	?	.	CC(=O)Oc1ccc(-c2cc3c(OC(C)=O)cc(OC(C)=O)cc3oc2=O)cc1
19	2%[59 µM]	-14%	1%	?	2%	.	2%	8%	-8%	CNC(=O)c1c(NC(=O)c2cc(=O)c3cc(C)c(C)cc3o2)sc2c1CCCC2
20	13%	-20%	-4%	23%	-11%	8%	5%	10%	-8%	CCOc1ccc(CN2CCCC(CO)(Cc3ccc(F)cc3)C2)cc1 (stereo not given)
21	.	-4%	2%	29%	-13%	17%	-4%	-1%	?	CC(C)(OC(=O)NC(=O)C(F)(F)F)C(C)(C)OC(=O)NC(=O)C(F)(F)F
22	-2%[59 µM]	-3%	-1%	-1%	4%	-4%	-2%	13%	6%	CC(=O)Nc1cccc(S(=O)(=O)N2CCCCCC2)c1
23	?	7%&-2%	2%&2%	24%&13%	-4%&-21%	-8%	-25%&-2%	38%&2%[activator]	6%&1%	CCN(CC)CCNC(=O)Cn1cnc2sc(C)c(S(=O)(=O)N3CCC(C)CC3)c2c1=O
24	86%[activator]	-26%	-2%	80%	-12%	15%	-2%	29%	1%	CCn1nc(C)cc1C(=O)N(C)C1CCCN(Cc2ccccc2F)C1 (stereo not given)
25	10%	-22%	-5%	-1%	-11%	36%	0%	39%[activator]	-14%	O=C(CN(c1ccccc1Cl)S(=O)(=O)c1ccccc1)NCc1ccccc1
26	.	-12%	-2%	-2%	-8%	-4%	3%	187%[activator]	-14%	CN(CC#CC(O)(c1ccccc1)c1ccccc1)C(C)(C)C
27	2%[0.501 µM]	.	2%	.	.	0%	-2%[60.1 µM]	.	.	CN(C)c1ncc2nc(-c3cccc(C#N)c3)c(=O)n(CCC#N)c2n1
28	-9%[59 µM]	-21%	-9%	19%	-22%	.	-3%	-3%	.	CCn1cc(C(=O)NCc2ccc(Cl)cc2)c(=O)c2cc(S(=O)(=O)N(C)C3CCCCC3)ccc21
29	3%	-15%	-4%	2%	7%	-1%	1%	64%[activator]	0%	CCCn1c(SCC(=O)OCC)nc(C(F)(F)F)cc1=O
30	-5%[12.7 µM]	8%	1%	0%	-9%	5%	-11%	12%	10%	COc1ccccc1NC(=O)CN1CCCCC1
31	-4%[12.7 µM]	-3%	.	.	-18%	13%	-14%	-13%	-16%	CC(C)Cn1c(N)c(C(=O)COC(=O)c2c(O)c(Cl)cc(Cl)c2Cl)c(=O)n(C)c1=O
32	-3%[59 µM]	-25%	-10%	?	-19%	.	-3%	19%	4%	Nc1c(C(=O)Nc2ccccc2F)sc2nc3c(cc12)CCCCCC3
33	-8%[0.501 µM]	10%	-1%	10%	7%	-3%	-3%	5%	?	O=S(=O)(c1cccc(-c2nc3n(n2)Cc2ccccc2-3)c1)N1CCCCC1
34	10%	-21%	-1%	-12%	-11%	-1%	6%	77%[activator]	-17%	O=C(CSc1nnc(C2COc3ccccc3O2)o1)Nc1ccc(F)cc1Cl (stereo not given)
35	-7%	-18%	-1%	1%	10%	27%	-4%[60.1 µM]	1%	-14%	Cc1ccc(CN2C(=O)CCC2C(=O)NCCc2ccccc2)cc1 (stereo not given)
36	14%[59 µM]	-7%	-1%	60%	-18%	-5%	-9%	10%	-2%	COc1cc(C(=O)Nc2nnc(CC(C)(C)C)s2)c([N+](=O)[O-])cc1OC
37	21%[59 µM]	-14%	0%	-21%	-4%	2%	-5%	-1%	9%	COc1ccc(C(=O)O/N=C(\N)Cc2ccc(Cl)cc2Cl)cc1OC
38	68%[activator][2.33 µM]	-12%	.	.	-14%	-3%	0%	17%	0%	Nc1ncnc2c1nc(N1CCCCC1)n2[C@@H]1O[C@H](CO)[C@@H](O)[C@H]1O
39	-19%[59 µM]	-12%	-6%	19%	-30%	.	1%	-8%	.	O=C(Nc1cccc(C(F)(F)F)c1)C1CCN(S(=O)(=O)c2cccc3nsnc23)CC1
40	1%	-11%	-4%	85%	0%	8%	-17%	22%	-8%	CCN(c1ccc(OC)cc1)S(=O)(=O)c1nnc(NC(=O)c2ccc(C)cc2)s1
41	42%[59 µM]	-2%	5%	4%	-7%	.	0%	12%	6%	COc1ccc(C(=O)OCc2cc(=O)n3nc(C4CC4)sc3n2)cc1OC
42	.	-27%	.	.	5%	.	-5%	-1%	.	CCCCCCCCNS(=O)(=O)CCNC1CC1
43	-1%[59 µM]	-16%	-5%	4%	-3%	.	-21%	18%	-3%	CCc1ccc(CN(Cc2cn[nH]c2-c2ccc(OC)cc2)C(=O)Nc2ccc(Br)cc2)cc1
44	1%[59 µM]	-5%	-4%	8%	-20%	.	1%	3%	-28%	COc1ccc(CCNC(=O)CSc2nc(-c3ccc(F)cc3)cc(C(F)(F)F)n2)cc1OC
45	.	-3%	-1%	-27%	-11%	11%	-2%	-2%	4%	Cn1nc(C(F)(F)F)cc1-c1ccc(S(N)(=O)=O)s1
